# Screens deposited in PubChem BioAssay by Icahn School of Medicine at Mount Sinai.
# RBX1-CUL1 inh: inhibitors of human ROC1-CUL1 ubiquitin ligase activity; P62877+Q13616; inhibition, % at 10 µM; in vitro K48 di-Ub FRET, acceptor:donor ratio, 45 min; 140,000 compounds, 0.6% hits; in the data active = inhibition above about 25%
# The depositor's hits bear a star; & = joins results of further samples. This is a subset. The share of hits here may be higher or lower than overall.
SMILES,RBX1-CUL1 inh
O=C(c1cc(-c2ccccc2)on1)N1CCC2(CC1)OCCO2,-1
CCOC(=O)c1nc2ccccc2c(=O)n1-c1cccc(C)c1,-1
ClCCN(Cc1ccccc1)Cc1ccccc1,-4
CC1=CC(=C2C(=O)NC(=O)NC2=O)C=C(C)N1c1ccc(C(=O)O)cc1,-1
CCC(=O)Nc1ccc(Cl)c(Cl)c1,12
COC(=O)[C@@H]1[C@H]2c3ccccc3O[C@]1(C)NC(=O)N2C(C)=O,-4
CC(C)CC12CN3CCN(CC(C3)/C1=N/O)C2,-1
CCOc1ccc(C2c3c(c4ccccc4oc3=O)OC(=N)C2C#N)cc1OCC (stereo not given),10
N#CC1C(=N)Oc2c(c(=O)oc3ccccc23)C1c1ccco1 (stereo not given),6
Cn1cc(/C=C/c2nc3ccccc3c(=O)n2-c2ccccc2)c2ccccc21,0&4
CCC12CN3CCN(CC(C3)C1NC(C)=O)C2 (stereo not given),2
CCC1(CC)C(=O)NC(=NCCc2ccc(O)cc2)NC1=O,2
Cc1nn(C)cc1/C=C1/CC2C3CCC4CC(O)CCC4(C)C3CCC2(C)C1=O (stereo not given),4
CN1CCCC(C(O)(c2ccccc2)c2ccccc2)C1 (stereo not given),2
O=[N+]([O-])c1ccccc1SC1CC2C(c3ccccc3)Nc3ccc4ccccc4c3C2C1Cl (stereo not given),2
Clc1ccc(CN2CCN(Cc3ccc(Cl)cc3)CC2)cc1,0
CCOC(=O)c1ccc(NC(=O)CSc2nc3c(cc2C#N)N2CCC3CC2)cc1,12
O=C(CNCC(CO)c1ccccc1)Nc1ccc(Cl)cc1C(=O)c1ccccc1 (stereo not given),4
O=C1NC(=S)NC(=O)C1=Cc1ccccc1,5
CCN(C)CCc1c[nH]c2ccccc12,-3
Cc1ncc2c(c1-c1noc(C3CNC(=O)C3)n1)CCNC2 (stereo not given),4
COC(=O)C1=C(C(=O)OC)SC2(S1)C(C(=O)OC)=C(C(=O)OC)Sc1ccccc12,-8
c1coc(-c2nc3ccccc3[nH]2)c1,2
COc1ccc(NP(=O)(Oc2ccccc2OC)Oc2ccccc2OC)cc1,4
CN(Cc1ccc(F)cc1)c1ccc(OCC(=O)N2CCCN(Cc3cccc(F)c3)CC2)nn1,0
SMILES,RBX1-CUL1 inh
CCCCC12CN3CCN(CC(C3)C1=O)C2,7
Cc1ccc(C(=O)C2C(c3ccccc3)N2Cc2ccccc2)cc1 (stereo not given),2
CN(Cc1ccco1)Cc1nc2ccccc2c(=O)n1-c1ccc(F)cc1,0
CSc1ccc(CN2CCN(C(=O)COc3cccc(C)c3)CC2)cc1,3
CCSc1nnc(NC(=O)c2cccn(Cc3ccc(Cl)cc3)c2=O)s1,-4
O=c1c2ccccc2nc(CCc2ccccc2)n1-c1cc(Cl)cc(Cl)c1,-5
CCCCN1C(=O)/C(=C/c2ccc(N(C)C)cc2)C(=O)N(Cc2ccco2)C1=O,5
CCc1ccc(-n2nc(C)c3c2NC(=O)CSC3c2ccccc2C)cc1 (stereo not given),5
Cc1cc(C)cc(NC(=O)CN2C(=O)CN=C(c3ccccc3)c3cc(Cl)ccc32)c1,-13
Nc1n[nH]c(CCc2nc(N)n[nH]2)n1,4
c1cc(C[N+]23CN4CN(CN(C4)C2)C3)cs1,13
CN1CCc2c(sc3c2C(=O)NC(c2cccnc2)N3)C1 (stereo not given),-4
C=CC1CN2CCC1CC2C(=O)c1ccnc2ccccc12 (stereo not given),7
O=C(CN1CCOCC1)c1ccc(C2CCCC2)cc1,6
Clc1ccc2c(c1)C(c1ccccc1Cl)=NCc1nnc(Br)n1-2,16
CCCN1CCN(C(=O)Cc2cccc(C)c2)CC1,6
Cc1ccc(NC(=O)c2nn(C34CC5CC(CC(C5)C3)C4)cc2Br)cc1Cl,8
COc1ccccc1N1CCN(CCC#N)CC1,-3
CC1(C)CN=C(Nc2cccc(C(F)(F)F)c2)S1,9
COc1cccc(CN2CCN(Cc3ccc(Cl)cc3)CC2)c1,-10
Cc1ccc(C(OCCN2CCCCC2)c2ccccc2)cc1 (stereo not given),2
C=CCN1C(=O)C2(C(C(=O)OC)=C(C)OC(=N)C2C#N)c2ccccc21 (stereo not given),-8
CCC1=C(C(=O)OC)C2(C(=O)Nc3c(C)cccc32)C(C#N)C(=N)O1 (stereo not given),6
COc1ccc(C(=O)C2CCCN(Cc3cnc(N)nc3)C2)c(OC)c1 (stereo not given),-2
O=P(O)(O)Cc1c(Cl)cccc1Cl,6

# A stretch from further up:
SMILES,RBX1-CUL1 inh
c1coc(-c2nc3ccccc3[nH]2)c1,2
COc1ccc(NP(=O)(Oc2ccccc2OC)Oc2ccccc2OC)cc1,4
CN(Cc1ccc(F)cc1)c1ccc(OCC(=O)N2CCCN(Cc3cccc(F)c3)CC2)nn1,0
CCCCC12CN3CCN(CC(C3)C1=O)C2,7
Cc1ccc(C(=O)C2C(c3ccccc3)N2Cc2ccccc2)cc1 (stereo not given),2
CN(Cc1ccco1)Cc1nc2ccccc2c(=O)n1-c1ccc(F)cc1,0
CSc1ccc(CN2CCN(C(=O)COc3cccc(C)c3)CC2)cc1,3
CCSc1nnc(NC(=O)c2cccn(Cc3ccc(Cl)cc3)c2=O)s1,-4
O=c1c2ccccc2nc(CCc2ccccc2)n1-c1cc(Cl)cc(Cl)c1,-5
CCCCN1C(=O)/C(=C/c2ccc(N(C)C)cc2)C(=O)N(Cc2ccco2)C1=O,5
CCc1ccc(-n2nc(C)c3c2NC(=O)CSC3c2ccccc2C)cc1 (stereo not given),5
Cc1cc(C)cc(NC(=O)CN2C(=O)CN=C(c3ccccc3)c3cc(Cl)ccc32)c1,-13
Nc1n[nH]c(CCc2nc(N)n[nH]2)n1,4
c1cc(C[N+]23CN4CN(CN(C4)C2)C3)cs1,13
CN1CCc2c(sc3c2C(=O)NC(c2cccnc2)N3)C1 (stereo not given),-4
C=CC1CN2CCC1CC2C(=O)c1ccnc2ccccc12 (stereo not given),7
O=C(CN1CCOCC1)c1ccc(C2CCCC2)cc1,6
Clc1ccc2c(c1)C(c1ccccc1Cl)=NCc1nnc(Br)n1-2,16
CCCN1CCN(C(=O)Cc2cccc(C)c2)CC1,6
Cc1ccc(NC(=O)c2nn(C34CC5CC(CC(C5)C3)C4)cc2Br)cc1Cl,8
COc1ccccc1N1CCN(CCC#N)CC1,-3
CC1(C)CN=C(Nc2cccc(C(F)(F)F)c2)S1,9
COc1cccc(CN2CCN(Cc3ccc(Cl)cc3)CC2)c1,-10
Cc1ccc(C(OCCN2CCCCC2)c2ccccc2)cc1 (stereo not given),2
C=CCN1C(=O)C2(C(C(=O)OC)=C(C)OC(=N)C2C#N)c2ccccc21 (stereo not given),-8

# Individual results from above.
# `C=CC1CN2CCC1CC2C(=O)c1ccnc2ccccc12` (stereo not given) – RBX1-CUL1 inh = 7
# `CN1CCc2c(sc3c2C(=O)NC(c2cccnc2)N3)C1` (stereo not given) – RBX1-CUL1 inh = -4

# The list continues:
SMILES,RBX1-CUL1 inh
CSc1ccc(CN2CCN(C(=O)COc3ccc(C)cc3)CC2)cc1,6
COc1ccc(NP(=O)(Oc2ccccc2F)Oc2ccccc2F)cc1Cl,3
CN(Cc1ccccc1)C1CCCN(C(=O)Cc2[nH]nc3ccccc23)C1 (stereo not given),3
Cc1cc(OCc2ccccc2)c2c3c(c(=O)oc2c1)CCCC3,8
CC(=O)NCc1nc(-c2c(C)ncc3c2CCNC3)no1,7
Cc1ccccc1C1=NCc2nnc(C)n2-c2ccc(Cl)cc21,1
COc1ccccc1-c1nn2c(=O)cc(CN3CCN(C(=O)COc4ccccc4Cl)CC3)nc2s1,7
